# Source: PubChem BioAssay
# Htt clearance: mutant huntingtin protein clearance; actives 0.42% (n = 47,000); HeLa Exon1htt(103Q)mCFP, aggregate imaging; zero = plate's median compound well; inhibition, % at 1.5 µM; AID 853;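 active means inhibition of aggregate fluorescence above about 70%, also judged a hit by eye on the cell image, limit read from the data, passing the limit was not always enough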;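 further: cells exposed to compound for three days before fixation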
# Htt clearance grain fraction: recorded beside Htt clearance, whose call it bears; fraction fluorescence in grains; measured here: aggregate grain fluorescence fraction; active compounds read low;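 scaled fraction of total cell fluorescence in grains with unit not stated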
# Numbers without * were called inactive. Only part of the results is shown, so the mix of outcomes need not match the whole.
SMILES,Htt clearance,Htt clearance grain fraction
CN(/N=C/c1ccncc1)c1cnn(-c2ccc(F)c(Cl)c2)c(=O)c1Cl,-21,47
Cn1c(CNC(=O)c2cccs2)nnc1SCC(=O)Nc1ccc(Cl)cc1,-26,21
COc1ccc(C(=O)Nc2ccccc2C(=O)NC(C)C)cc1OC,11,34
CC1(C)CC(CC(=O)NC(=S)Nc2ccc([N+](=O)[O-])cc2)C(=O)O1 (stereo not given),30,30
CSc1nc2ccc3nc(NC(=O)c4ccc(Cl)s4)sc3c2s1,-17,55
Cc1noc(C)c1COC(=O)c1cc(F)c(F)cc1Cl,-16,24
O=C(c1cnn2cccnc12)N1CCN(Cc2ccc3c(c2)OCO3)CC1,-34,28
Cc1ccc(-c2nnn(CC(=O)N3CCCCC3)n2)c(-n2cnnn2)c1,54,16
C/C(=N\O)C(=O)C(CN1CCCCC1)CN1CCCCC1,47,20
O=C(Oc1ccccc1N1C(=O)CCC1=O)c1ccco1,22,31
O=C(O)CCCNc1cc(N2CCC3(CC2)OCCO3)c2noc3c2c1C(=O)c1ccccc1-3,23,29
Nc1nc2n(n1)C(c1ccc(F)cc1)CC(c1ccc(F)cc1)N2 (stereo not given),-38,55
CCN(CC)S(=O)(=O)c1ccc(Cc2ncc(C(F)(F)F)cc2Cl)s1,11,18
C=CCN1C(=O)C2C(C(=O)NC3CCCCC3)C3C=CC2(O3)C1C(=O)NC1CCCC1 (stereo not given),-7,24
Cc1ccc2cc(C(c3nnnn3C(C)(C)C)N3CCCCCC3)c(=O)[nH]c2c1 (stereo not given),-20,51
Cc1cc(C)n(-c2cccc(Cl)c2)c(=O)c1C#N,2,33
Cc1cc(C)cc(NC(=O)c2nccnc2C(=O)O)c1,2,51
N#Cc1cc2c(nc1SC1CCCCC1O)CCCC2 (stereo not given),45,22
CCN(CC)S(=O)(=O)c1ccc(NC(=O)COC(=O)c2ccc(Br)o2)cc1,-77,37
c1ccc(-c2nc3nc4ccccc4nc3n2Cc2ccco2)cc1,-42,52
CCN(CC)S(=O)(=O)c1ccc(C(=O)NCc2n[nH]c(=S)n2Cc2ccccc2)cc1,22,28
O=C(CSc1ccccn1)N1CCN(c2ccccc2)CC1,-1,18
CN(C)CCOc1nc(-c2ccccc2)nc2c1oc1ccccc12,-95,42
O=C1CCC(=O)N1c1ccc(CSc2nc3ccccc3[nH]2)cc1,8,19
FC(F)C(F)(F)C1=CC(c2cccs2)=NCCN1,-5,18
CCOC(=O)/C(=C\c1ccccc1)C(=O)c1cc(C(C)=O)c(Nc2ccccc2)s1,-28,25
CC(C)(C)n1nc(-c2ccc(F)cc2)c2c(N)ncnc21,65,13
COC(=O)C1CCN(C(=O)Cc2ccc(C)cc2)CC1,-30,49
O=C(c1ccco1)N1CCN(c2ncnc3c2[nH]c2ccc(Br)cc23)CC1,-45,49
CCS(=O)(=O)n1nc(-c2ccccc2)nc1SCc1ccccc1,-44,24
CC1(C)Cc2c(sc3nn[nH]c(=O)c23)CO1,7,35
Cc1cccc(CCN(Cc2cc3cccc(C)c3[nH]c2=O)C(=O)N2CCOCC2)c1,-39,46
CCOc1ccc(S(=O)(=O)N(CC(=O)N/N=C/c2cccs2)c2ccc(C)cc2)cc1,26,28
CCCc1cc(=O)[nH]c(NCc2ccc(Cl)cc2)n1,-40,23
CC(=O)Nc1nc2n(n1)C(c1ccc(Cl)cc1)C=C(C)N2 (stereo not given),14,28
CCN(CC)c1ccc(NC(=O)C2CCCN(S(=O)(=O)c3cccnc3)C2)c(C)c1 (stereo not given),49,21
CCOc1ccccc1OCC(O)CNC (stereo not given),-47,27
Nc1nnc(COc2ccc(Br)cc2Br)s1,-10,41
COc1cccc(N2C(=O)C3CCCN3C2c2ccc(F)cc2)c1 (stereo not given),18,28
CCOC(=O)CNC(=O)CSc1nnnn1-c1cc(C)ccc1C,-36,28

# Arranged by value in Htt clearance (low to high): six of the compounds above
Compound | Htt clearance | Htt clearance grain fraction
O=C(c1ccco1)N1CCN(c2ncnc3c2[nH]c2ccc(Br)cc23)CC1 | -45 | 49
c1ccc(-c2nc3nc4ccccc4nc3n2Cc2ccco2)cc1 | -42 | 52
Cc1noc(C)c1COC(=O)c1cc(F)c(F)cc1Cl | -16 | 24
COc1ccc(C(=O)Nc2ccccc2C(=O)NC(C)C)cc1OC | 11 | 34
O=C(O)CCCNc1cc(N2CCC3(CC2)OCCO3)c2noc3c2c1C(=O)c1ccccc1-3 | 23 | 29
Cc1ccc(-c2nnn(CC(=O)N3CCCCC3)n2)c(-n2cnnn2)c1 | 54 | 16

# (further entries)
SMILES,Htt clearance,Htt clearance grain fraction
COc1ccc(COC(=O)NNC(=O)c2ccccc2Cl)cc1,11,18
COc1ccc(CNC(=O)C2CC=CCC2C(=O)O)cc1OC (stereo not given),12,16
COc1ccc(C(=O)NC(=S)N2CCC(C)CC2)cc1,-4,20
COc1cc(N2CCCC2)c(OC)cc1/C=C(/C#N)c1ccc(F)cc1,-51,29
Cc1nc(CS(=O)c2ccccc2)cc(N2CCOCC2)n1 (stereo not given),23,24
CCOC(=O)C1CCN(C(=O)CN(c2ccc(Cl)c(C(F)(F)F)c2)S(C)(=O)=O)CC1,49,9.8
CCCC(CCC)C(=O)Nc1ccncc1,6,18
Cc1cc(C)nc(N2CCC(C(=O)Nc3ccc4c(c3)CCC4)CC2)n1,48,11
O=C(NCCc1ccccc1)c1ccccc1NS(=O)(=O)N1CCCC1,40,9.7
O=C(NCc1ccccc1)c1cccnc1N1CCOCC1,13,17
O=C(CNC(=O)c1cccs1)c1ccc(F)cc1,-25,26
CC(C(=O)NC1CCCC1)N(Cc1ccc2c(c1)OCO2)C(=O)c1snc(C(N)=O)c1N (stereo not given),-18,23
C=CCSc1nnc(-c2ccc(Cl)cc2Cl)o1,22,15
CCCCN(CCCC)C(=O)CN(C)S(=O)(=O)c1ccc2c(c1)n(C)c(=O)c(=O)n2C,-43,27
O=C(CNC(=O)c1ccccc1C(=O)O)c1ccccc1,-98,34
COc1cc(S(=O)(=O)N(CCc2ccccc2)Cc2cccs2)ccc1-n1cnnn1,-6,21
O=C(COc1cccc2ccccc12)N1c2ccccc2CCc2ccccc21,-11,43
CC1CCc2cc(F)ccc2N1C(=O)CSc1nnc2c(n1)[nH]c1ccc(F)cc12 (stereo not given),-29,40
COc1cccc(-c2cc(C(F)(F)F)n3ncc(C(=O)O)c3n2)c1,28,13
Cc1ccc(C(=O)n2cnnc2N)cc1,0,39
CCc1cc(C)cc(OCCNC(=O)c2ncn[nH]2)c1,-16,23
N#Cc1cc2ccccc2nc1SCC(=O)Nc1ccc(S(=O)(=O)N2CCCC2)cc1,30,28
CCC(CC)C(=O)NCCN1CCN(C(=O)C(CC)CC)CC1,14,37
CCn1c(CC(=O)Nc2cccc(OC)c2)nnc1SCC(=O)Nc1nccs1,12,16
CCn1c(SCC(=O)NCCc2ccc(OC)c(OC)c2)nc2c1c(=O)n(C)c(=O)n2C,-4,41
Cc1ccc(-n2c(N)c(C(=O)NCc3ccco3)sc2=S)cc1,22,34
Cc1nn(CCC(=O)NNC(=S)Nc2cccc(Cl)c2)c(C)c1[N+](=O)[O-],36,12
CCc1nnc(SCc2cn3c(C)cc(C)nc3n2)n1N,9,18
CCOC(=O)N1CCC(n2c(=S)[nH]c3ccccc3c2=O)CC1,-23,38
O=C(Nc1nc(-c2ccc(S(=O)(=O)N3CCCC3)cc2)cs1)C1COc2ccccc2O1 (stereo not given),-29,26
CCN(CC)C(=O)CN(C)S(=O)(=O)c1cccc2nsnc12,0,38
COc1ccc(OCc2cccc(C(=O)Nc3cc(C)on3)c2)cc1,-9,21
COc1ccc(-c2csc(N(CC3CCCO3)C(=O)c3ccc(C)cc3)n2)cc1 (stereo not given),17,16
Cc1nc2ccccc2n1CC(O)COC1CCCCC1 (stereo not given),34,12
OC(CNCC1CCCO1)Cn1c2ccc(Br)cc2c2cc(Br)ccc21 (stereo not given),22,15
COC(=O)C1CCN(C(=O)COc2ccc(Cl)cc2)CC1,35,11
CCCC1CCC(C(=O)Nn2cnc3ccccc3c2=O)CC1 (stereo not given),-58,28
CC(=O)Nc1ccccc1-c1nc2ccc(C(=O)N3CCN(c4ccccc4)CC3)cc2[nH]c1=O,-1,34
CCOCc1cnc(C)nc1NCC(=O)c1c(C)[nH]c2ccccc12,-6,42
Cc1ccc(CNC(=O)C2CNc3cc(C)ccc3O2)cc1 (stereo not given),-10,41
Cc1c(C)[n+](=O)c(-c2cccs2)c(C)n1[O-],-10,22
CN1CCN(CCCNC(=O)c2cn(C3CCCCC3)c(=O)c3c2c2ccccc2n3C)CC1,0,23
O=C1C2C3c4ccccc4C(c4ccccc43)C2c2nc3ccccc3n21 (stereo not given),-8,20
N#Cc1ccc(OCCN2C(=O)NC3(CCSC3)C2=O)cc1 (stereo not given),-18,51
c1cc2c(cc1C1CCCN1)OCCCO2 (stereo not given),8,17
COc1cccc(-n2c(Cc3cc(=O)[nH]c(=O)[nH]3)nnc2SCC(=O)N2CCCCCC2)c1,-9,49
Cc1ccc(C)c(OCC(=O)Nc2ccc(S(=O)(=O)N3CCN(C)CC3)cc2)c1,-35,24
c1ccc(Cc2ccc(OCCn3cncn3)cc2)cc1,-1,17
COC(=O)Nc1ccc(S(=O)(=O)N(C)CC(F)(F)C(F)F)cc1,-31,25
CC(C)c1ccc(C(O)c2cnc(C(C)C)n2C)cc1 (stereo not given),34,22
Cc1ccc(CN/C=C/C(=O)c2ccc(Br)cc2)cc1,-8,43
COCC(C)NS(=O)(=O)c1ccc(NC(=O)C(Cc2ccccc2)NC(N)=O)cc1 (stereo not given),9,27
CCOCc1nnc(NC(C)=O)s1,23,30
O=S(=O)(Nc1cccnc1)c1cccc(C(F)(F)F)c1,28,12
CCOC(=O)c1c(NC(=O)/C=C/c2ccco2)sc(C)c1C,38,22
CCC(C)C(=O)Nc1nc(C)c(-c2csc(Nc3cc(OC)ccc3OC)n2)s1 (stereo not given),24,29
CC(=O)c1sc(NC(=O)C(C)C)nc1C,-30,57
c1ccc(Cn2c(CSc3nnnn3-c3ccccc3)nc3ccccc32)cc1,18,18
COc1ccc(CCNC(=O)CCN2C(=O)COc3ccc(C)cc32)cc1OC,-35,28
COC(=O)C1CCN(C(=O)c2sc3nc(-c4ccc(F)cc4)cn3c2C)CC1,6,18

# A different layout for some results above.
> O=C(CSc1ccccn1)N1CCN(c2ccccc2)CC1
  Htt clearance = -1
  Htt clearance grain fraction = 18

> COc1ccc(C(=O)NC(=S)N2CCC(C)CC2)cc1
  Htt clearance = -4
  Htt clearance grain fraction = 20

# (listing goes on)
SMILES,Htt clearance,Htt clearance grain fraction
COc1cc(NC(=O)c2ccco2)c(OC)cc1NC(=O)Nc1ccccc1Cl,41,11
O=C1N2CCSC2=NC1(Nc1nccs1)C(F)(F)F (stereo not given),2,20
Cc1ccc(C(C(=O)NC(C)(C)C)N(C(=O)c2csnn2)c2ccccc2F)o1 (stereo not given),-30,44
CC(C)(C)C(=O)NC(NC(=S)Nc1sc2c(c1C#N)CCCC2)C(Cl)(Cl)Cl (stereo not given),-40,30
O=C1C2C3C=CC(C3)C2C(=O)N1c1cccc(N2C(=O)C3C4C=CC(C4)C3C2=O)n1 (stereo not given),-15,22
O=S(=O)(c1ccc(S(=O)(=O)N2CCN3CCCC3C2)cc1)N1CCCC1 (stereo not given),-12,19
O=C(COc1ccc(S(=O)(=O)N2CCCCC2)cc1)NCc1ccncc1,-11,19
Cc1ccc(-c2nc3cc(C)ccc3o2)cc1,36,13
O=C(CN1C(=O)C2(OCCO2)c2ccccc21)c1ccc(Cl)cc1,11,39
COCCN1CN(S(=O)(=O)c2ccccc2)c2nc3ccccc3nc21,-30,22
CCCCCN(C(=O)NC(=O)NC(C)CC)S(C)(=O)=O (stereo not given),50,15
Cc1csc(NC(=O)CSc2nc(C)cs2)n1,-69,33
O=C(Cn1nnc2ccccc21)NCc1ccccc1,-45,31
COc1ccccc1NC(=O)NS(=O)(=O)c1ccc(C)cc1,-27,30
Cc1ccccc1-c1cc2c(nn1)-c1ccccc1C2=O,69,10
CCn1c(COc2ccccc2)nnc1SCC(=O)NC1CCCCC1,-14,48
COC(=O)C1=C(O)C(C(=O)OC)C(c2ccc(C)cc2)C(C#N)(C#N)C1c1ccc(C)cc1 (stereo not given),-2,20
O=C(O)CCN1CCOCC1,39,11
CC1CCCN(C(=O)Cc2ccc(F)cc2)C1 (stereo not given),-30,23
COc1ccccc1C(=O)Nc1cc2c(ccc3ccccc32)oc1=O,-65,59
O=C(CCn1cccc1)Nc1ccccc1F,-56,61
Cc1cccc(C)c1NC(=O)CSc1nnc(CCCCCNC(=O)OC(C)(C)C)o1,12,18
CCOc1cc([C@H]2[C@@H]3CCCC[C@]3(O)CCN2CC(=O)NCc2ccco2)ccc1O,24,31
CCn1c(CNC(=O)c2cccc(C)c2)nnc1SCC(=O)Nc1cccc(OC)c1,-8,22
N#CC1=C(N)S[C@H](C(=O)C23CC4CC(CC(C4)C2)C3)[C@H]1c1ccncc1,52,9.8
COc1ccccc1N1CCN(C(=O)c2cc(-c3ccc(C)cc3)on2)CC1,18,16
Cc1ccc(/C=C/C2=NN(Cc3ccccc3)C(=O)CC2)cc1,22,25
CCNC(=O)NC(=O)C(C)OC(=O)c1cccnc1SC (stereo not given),0,45
COc1cccc(C(=O)Nc2cccc(NC(C)=O)c2)c1,-27,54
Cc1ccc(CNC(=O)CSc2nc3ccccc3c(=O)n2CCCO)cc1,-28,46

# Arranged by number of heavy atoms (ascending): part of the list above.
SMILES,Htt clearance,Htt clearance grain fraction
O=C(CCn1cccc1)Nc1ccccc1F,-56,61
COc1cccc(C(=O)Nc2cccc(NC(C)=O)c2)c1,-27,54
Cc1ccc(/C=C/C2=NN(Cc3ccccc3)C(=O)CC2)cc1,22,25
N#CC1=C(N)S[C@H](C(=O)C23CC4CC(CC(C4)C2)C3)[C@H]1c1ccncc1,52,9.8
COc1ccccc1N1CCN(C(=O)c2cc(-c3ccc(C)cc3)on2)CC1,18,16
CCn1c(CNC(=O)c2cccc(C)c2)nnc1SCC(=O)Nc1cccc(OC)c1,-8,22
